D2 ag: agonists of human D2 dopamine receptor. P14416. hit rate 0.53% among 340,000. HEK293 T-REx D2 cells, calcium flux agonist mode. activation, % at 2 µM;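 active = activation over 3 SD above normal in the single-dose calcium agonist read, cut at about 30% in these data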; note: 0% is about no effect
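Tetracycline-induced HEK293 Trex cells with D2 receptor force-coupled to calcium signaling, plated overnight at 30 C and loaded with no-wash calcium dye. Calcium flux read kinetically for 180 s after compound addition; responses flag agonists.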
TrxR1 inh: blocks rat thioredoxin reductase 1; O89049; Potency, µM (series often up to 114 µM), for the others: at the highest dose activity change, negative = inhibition, most hits filed as inhibitors; recombinant rTrxR1, NADPH fluorescence consumption, selenite substrate; AID 588453; hit rate 1% among 390,000; note: potency is the fitted concentration of half-maximal effect; % is set by controls: 0 for no effect and ±100 for the full control effect; nearly all actives have a fitted effect of over 65% in size
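Rat TrxR1 (90 nM in the dispensed reagent) was pre-reduced with 400 uM NADPH for 5 min at room temperature, then incubated with compound for 15 min. After 400 uM selenite was added, NADPH fluorescence (Ex 340/Em 450 nm) was followed for 8 min.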
TrxR1 substrate: rat thioredoxin reductase 1 substrate activity; purified TrxR1 substrate turnover, NADPH consumption readout; Potency, µM (titrated, usually from 114 µM), without a hit: at the top dose activity change, negative = substrate turnover; hit rate 0.01% among 390,000; AID 588456; note: potency is the fitted concentration of half-maximal effect; % is set by controls: 0 for no effect and ±100 for the full control effect; nearly all actives have a fitted effect of over 50% in size
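Rat TrxR1, dispensed at 90 nM, was prereduced with 400 uM NADPH (final) for 5 min at ~22 deg C, then incubated with compound 15 min before 400 uM selenite. A first-read NADPH fluorescence drop versus no-compound background flagged substrates.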
mIDH1 inhibitor: blocks human mutant IDH1 R132H enzyme; O75874; IDH1-R132H enzyme, NADPH consumption, diaphorase/resazurin fluorescence; Potency, µM (series often up to 76.6 µM), for the others: at the highest dose activity change, negative = inhibition, most hits filed as inhibitors; hit rate 0.093% among 390,000; note: potency is the fitted concentration of half-maximal effect; % is set by controls: 0 for no effect and ±100 for the full control effect; nearly all actives have a fitted effect of over 65% in size
Target sequence (O75874 whole entry R132H, stated change not applied): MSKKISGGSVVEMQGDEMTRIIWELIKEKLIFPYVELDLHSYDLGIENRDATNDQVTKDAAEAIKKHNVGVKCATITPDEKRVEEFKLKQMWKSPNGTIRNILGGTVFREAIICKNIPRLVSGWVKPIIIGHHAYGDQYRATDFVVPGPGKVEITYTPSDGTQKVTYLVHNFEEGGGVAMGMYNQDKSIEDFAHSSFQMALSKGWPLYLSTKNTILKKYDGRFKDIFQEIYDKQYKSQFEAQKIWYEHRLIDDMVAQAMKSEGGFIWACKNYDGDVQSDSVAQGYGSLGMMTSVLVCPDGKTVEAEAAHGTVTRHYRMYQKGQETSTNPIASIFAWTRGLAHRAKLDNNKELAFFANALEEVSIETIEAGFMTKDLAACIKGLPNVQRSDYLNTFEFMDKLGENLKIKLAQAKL
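IDH1-R132H (0.5 ug/mL) preincubated 30 min with compound, then NADPH (0.016 mM) and alpha-KG (2 mM) added; 80 min at RT, pH 7.5. Remaining NADPH coupled via diaphorase/resazurin to fluorescence (540/590 nm); concentration-response curves normalized to no-enzyme control.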
USP1 inh: blocks the human USP1/UAF1 deubiquitinase complex. Potency, µM (titrated, usually from 57.1 µM), inactives show at the top dose activity change, negative = inhibition, actives largely listed as inhibitors. O94782. AID 743255. recombinant USP1/UAF1, Ub-Rhodamine cleavage fluorescence. hit rate 0.23% among 390,000; note: potency is the fitted concentration of half-maximal effect; % is set by controls: 0 for no effect and ±100 for the full control effect; nearly all actives have a fitted effect of over 60% in size; inactives centre near -12
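USP1/UAF1 complex (1 nM) preincubated 15 min at room temperature with compound, then Ub-Rho substrate (150 nM final) added. Kinetic fluorescence at 480/540 nm over 6 reads at 60 s intervals; 50 mM HEPES pH 7.8, 0.5 mM EDTA, 0.1 mg/ml BSA, 1 mM TCEP, 0.01% Tween-20.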
TRHR ag: agonists of human TRH receptor; P34981; TRHR cells, calcium flux fluo-8, FDSS agonist mode; activation, % at 2 µM; hit rate 0.18% among 360,000; AID 493084; in the data active = activation above about 30%; note: 0% is about no effect
Target sequence (P34981 whole entry, looked up): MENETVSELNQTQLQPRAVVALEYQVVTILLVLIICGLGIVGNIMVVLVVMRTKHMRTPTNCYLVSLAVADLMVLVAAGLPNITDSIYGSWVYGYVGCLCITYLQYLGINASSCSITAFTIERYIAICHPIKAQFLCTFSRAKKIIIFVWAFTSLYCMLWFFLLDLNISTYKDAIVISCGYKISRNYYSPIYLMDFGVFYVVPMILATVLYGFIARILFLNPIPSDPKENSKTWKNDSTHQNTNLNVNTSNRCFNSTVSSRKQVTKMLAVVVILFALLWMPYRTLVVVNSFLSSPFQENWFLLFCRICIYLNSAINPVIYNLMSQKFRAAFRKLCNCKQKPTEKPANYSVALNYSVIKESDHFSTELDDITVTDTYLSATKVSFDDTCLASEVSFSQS
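TRHR-expressing cells, plated overnight in medium with 10% serum, were loaded with fluo-8 calcium dye at room temperature. After a 10 s baseline, library compound was pin-added and calcium release was recorded kinetically (ex 480/em 530) as agonist response.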
PI4K2A inh: inhibitors of human PI4K2A. purified PI4K2A, ADP-Glo luminescence, 1 h; hits give low values. activity change, negative = inhibition, % at 76.9 µM. hit rate 0.13% among 420,000. AID 1346378; in the data active = activity change below about -50%; inconclusive = mostly about -30% to -49%;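 note: -100% = wells without enzyme as full effect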
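In this quantitative HTS, ADP production by PI4K2A was quantified luminescently after 1 h at ambient temperature; 100 microM adenosine served as plate-quality control.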
D2 antagonist: antagonizes the human D2 dopamine receptor. AID 485344. hit rate 2% among 340,000. HEK293 TREx D2 cells, calcium flux, dopamine EC80. P14416. inhibition, % at 10 µM; in the data active = inhibition above about 30%; note: 0% is about no effect
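Overnight-induced (tetracycline, 30 C) HEK293 T-REx cells carrying force-coupled D2 receive a no-wash calcium dye, then compound, then EC80 dopamine at 180 s; signals are read kinetically throughout.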
TRHR PAM: allosteric enhancers of human TRH receptor; P34981; TRHR cells, fluo-8 calcium fluorescence, EC20 TRH enhancement; enhancement, % at 2 µM; hit rate 0.66% among 360,000; AID 493056; in the data active = enhancement above about 30%; note: 0% is about no effect
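TRHR-expressing cells loaded with fluo-8 calcium dye were read kinetically (ex 480/em 530) during compound addition, then stimulated with an EC20 of TRH (10 nM final). Enhancement of the Gq-mediated intracellular calcium response was scored.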
The depositor's hits bear a star; ? = inconclusive; . = no result given; [ ] = dose if it differs, or a comment. Unless noted, calls come from the whole dose curve; as a rule, active = well fitted inhibition curve with a large enough effect; inconclusive = small, poorly fitted or top-dose-only effect; inactive = no such curve, though single readings can be large or run the other way. Compounds were not picked by outcome; any-hit rate near 3.9%.

Every second line gives: PI4K2A inh	mIDH1 inhibitor	USP1 inh	D2 ag	D2 antagonist	TRHR PAM	TrxR1 inh	TRHR ag	TrxR1 substrate
O=S1(=O)c2ccccc2OC(COCc2ccccc2)CN1Cc1ccccc1 (centres undefined)
  5	7%	-9%	.	.	.	36%	.	-1%
CC1(C)CC(C2N3CC4(C)CN2CC(C)(C3)C4=O)CCO1 (centres undefined)
  -1	3%	-12%	.	.	11	23%[57.1 µM]	-0.1	11%[57.1 µM]
CN(Cc1c(O)ccc2c1oc(=O)c1ccccc12)C1CCCCC1
  -29	0%	-20%	0.6	-2	-5	1%	0.0	1%
c1cc(CNc2ccc(N3CCOCC3)cc2)ccn1
  -13	16%	-30%	0.7	5	-2	-8%[57.1 µM]	0.2	8%[57.1 µM]
C=CCc1ccccc1OCC(O)CN1CCN(c2ccc(OC)cc2)CC1 (centres undefined)
  0	6%	-22%	-0.9	20	-1	-9%	-0.8	-4%
Cc1ccc(CN2C(=O)CCC2C(=O)NCC2CCCO2)cc1 (centres undefined)
  -3	5%	-8%	0.9	13	2	-11%	-0.2	-13%
Cc1cccc(NC(=S)NC(=O)/C=C/c2ccco2)n1
  -9	4%	-6%	0.5	10	-7	-16%[57.1 µM]	1.2	-1%[57.1 µM]
Cc1ccc(Cl)c(NC(=O)CSc2n[nH]c(=O)n2C2CC2)c1Cl
  -5	-4%	-26%	0.0	6	-1	36%[activator]	0.5	8%
C=CCN1C(=O)C(CC(=O)Nc2ccccc2)S/C1=N/c1nccs1 (centres undefined)
  -10	6%	-16%	1.2	-3	-6	36%	0.3	12%
COc1ccc(-c2oc(=O)c3cc(OC)c(OC)cc3c2/C=C/c2ccc([N+](=O)[O-])cc2)cc1
  -1	-5%	18%	.	.	.	14%[57.1 µM]	.	5%[57.1 µM]
COc1ccc(-c2cc(C(=O)Nc3ccc(Br)cc3)no2)cc1
  1	3%	-13%	-0.4	-11	5	18%[57.1 µM]	1.1	8%[57.1 µM]
COc1ccc(/C=C(\NC(=O)c2ccco2)C(=O)NC(Cc2ccccc2)C(=O)O)cc1 (centres undefined)
  -2	-5%	-20%	-0.6	19	10	3%	-0.7	1%
Cc1ccsc1/C=N/NC(=O)CNC(=O)c1ccccc1
  3	8%	0%	0.8	-11	-3	29%	1.1	-3%
CC(=O)N1CCN(c2ccc(NC(=O)c3ccccc3C)cc2)CC1
  -1	0%	-6%	-0.3	6	-4	6%[57.1 µM]	0.1	5%[57.1 µM]
COc1ccc(C(=O)O/N=C(\N)c2ccc(Br)cc2)cc1
  -3	8%	-8%	-0.1	7	9	11%[57.1 µM]	-2.2	-19%[57.1 µM]
COc1cccc(CN2CC(C(=O)NCCC3=CCCCC3)CCC2=O)c1 (centres undefined)
  -2	0%	-2%	-0.3	4	2	-24%	-1.3	-14%
CC1CC(=O)Nc2ccccc2N1S(=O)(=O)c1ccc(C(F)(F)F)cc1 (centres undefined)
  6	-3%	1%	.	.	3	12%	1.1	1%
COc1cc(C2/C(=C(\O)c3ccc4c(c3)CC(C)O4)C(=O)C(=O)N2CCCn2ccnc2)cc(OC)c1OC (centres undefined)
  -4	10%	-19%	-0.4	1	-5	-10%	-0.1	0%
COc1ccc([C@H]2CC(=O)C=C(c3cccc(Cl)c3)C2)cc1OC
  4	12%	-30%	0.0	-2	6	16%	-0.4	2%
NC(=O)Cn1nnc(-c2ccc(NC(=O)c3ccc(F)cc3)cc2)n1
  -2	9%	-25%	.	.	9	26%[57.1 µM]	0.7	2%[57.1 µM]
Cc1ccc(NC(=O)COc2coc(CN3CCc4ccccc43)cc2=O)c(C)c1
  -6	7%	-10%	-0.3	7	0	-13%	-0.3	-3%
O=C(COC(=O)/C=C/c1cccc([N+](=O)[O-])c1)Nc1cccnc1Cl
  -2	4%	-19%	.	.	.	-37%	.	6%[57.1 µM]
COc1ccc(CNC(=O)COC(=O)CCn2c(C)csc2=O)cc1OC
  -3	-1%	-7%	0.0	12	8	14%	0.0	-1%
Cc1ccc(CN2CC(C(=O)NC3CCCC(C)C3C)CC2=O)cc1 (centres undefined)
  -7	11%	-8%	0.1	-25	-4	9%	0.2	-5%
COc1ccc(CN2CCC(C)CC2)cc1OCc1ccccc1
  -5	-1%	-6%	-1.3	18	13	35%[11.4 µM]	0.5	3%
O=C(CC(c1cccs1)N1Cc2ccccc2C1=O)Nc1ccc(Cl)cc1 (centres undefined)
  3	22%	-5%	0.2	.	12	19%	-0.5	10%
O=C(N/C(=C/c1ccc(Br)cc1)C(=O)N1CCCC1)c1cccs1
  -8	5%	-1%	0.3	-6	9	2%	0.1	2%
CCOC(=O)c1c(CN2CCCCC2C)oc2ccc(OC)cc12 (centres undefined)
  4	6%	-12%	.	.	-4	24%[57.1 µM]	-0.4	19%[57.1 µM]
CC(C)CC(C(=O)NCc1ccccn1)N1C(=O)c2ccccc2C1=O (centres undefined)
  -1	1%	-12%	-1.7	-3	13	-1%[57.1 µM]	-0.5	4%[57.1 µM]
Cc1nc(N2CCN(C(=O)c3ccco3)CC2)nc2c1C(=O)CCC2
  12	-2%	-10%	-0.1	11	0	-8%	-0.7	-3%
COc1ccc(N2CCN(C(=O)[C@H](C)NC(=O)c3ccccc3Cl)CC2)cc1
  -12	1%	-10%	1.0	15	-3	13%	-0.1	0%
CCCNC(=O)c1ccc(Cn2cc(C(F)(F)F)ccc2=O)cc1
  0	4%	-15%	2.2	5	5	16%[57.1 µM]	-0.3	9%[57.1 µM]
CCOC(=O)c1c(NC(C)=O)c2c3c(sc2n1Cc1nc(-c2ccc(Cl)cc2)oc1C)CCCC3
  2	.	-21%	0.0	.	4	20%	-0.1	1%
COc1cc2c(cc1OC)C(c1ccccc1O)N(C1CC(=O)N(c3ccccc3)C1=O)CC2 (centres undefined)
  -2	-1%	-14%	-0.4	7	-3	?	-0.8	-3%[57.1 µM]
CC(C)Cc1cc(C(=O)NCCN2CCOCC2)no1
  3	-1%	-11%	-0.7	6	23	36%	0.2	7%
Cc1cccc(NC(=O)CSc2nc3ccccc3nc2N2CCCC2)c1C
  1	8%	-16%	-0.1	-9	-7	29%[57.1 µM]	-0.3	13%[57.1 µM]
Fc1ccc(N=C2NN=C(c3cc(F)ccc3F)CS2)cc1
  -1	11µM*	?	0.0	8	-11	22%	-0.9	12%[57.1 µM]
CCNC(=O)C/C(C)=N/NC(=O)C12CC3CC(CC(C3)C1)C2
  1	11%	2%	-0.2	2	0	25µM*	-0.5	3%
CCCCN(CC)CCNC(=O)c1c(C)oc2ncnc(N3CCOCC3)c12
  1	-17%	9%	.	.	-12	3%	0.8	-1%
CCCOc1ccc(C2Nc3cccc4cccc(c34)N2)cc1
  4	16%	?	-0.9	16	6	-8%	0.1	3%

4 compounds drawn at random from the list so far:
Every second line gives: PI4K2A inh	mIDH1 inhibitor	USP1 inh	D2 ag	D2 antagonist	TRHR PAM	TrxR1 inh	TRHR ag	TrxR1 substrate
Cc1ccc(CN2CC(C(=O)NC3CCCC(C)C3C)CC2=O)cc1 (centres undefined)
  -7	11%	-8%	0.1	-25	-4	9%	0.2	-5%
CCCCN(CC)CCNC(=O)c1c(C)oc2ncnc(N3CCOCC3)c12
  1	-17%	9%	.	.	-12	3%	0.8	-1%
O=C(N/C(=C/c1ccc(Br)cc1)C(=O)N1CCCC1)c1cccs1
  -8	5%	-1%	0.3	-6	9	2%	0.1	2%
O=C(COC(=O)/C=C/c1cccc([N+](=O)[O-])c1)Nc1cccnc1Cl
  -2	4%	-19%	.	.	.	-37%	.	6%[57.1 µM]

Additional entries.
Every second line gives: PI4K2A inh	mIDH1 inhibitor	USP1 inh	D2 ag	D2 antagonist	TRHR PAM	TrxR1 inh	TRHR ag	TrxR1 substrate
CC1(C)CC(=O)C=C(NC2CCCCCC2)C1
  0	3%	-14%	0.1	-20	2	18%	-0.2	10%
COc1ccc(S(=O)(=O)NC(C)C(=O)NCc2ccncc2)cc1C (centres undefined)
  6	2%	-28%	.	.	-1	18%	-1.8	1%
O=C1c2cccc3cc(Br)cc(c23)C(=O)N1Nc1ccc(Br)cc1
  -2	11%	-14%	0.4	-5	7	4%	-0.5	-8%
O=C(Nc1ccc(F)cc1F)c1c2c(nc3ccccc13)C(=O)N(C1CCCCC1)C2
  -1	-13%	-20%	-2.2	.	6	25%[57.1 µM]	0.0	16%[57.1 µM]
Cc1nc(CNC(=O)C2CCC(=O)N(Cc3cccc(F)c3)C2)sc1C (centres undefined)
  -4	-17%	-18%	0.0	-5	0	3%	-0.5	-5%
CCc1ccccc1NC(=O)COc1ccc(C(=S)N2CCCC2)cc1
  3	5%	-23%	-1.1	-25	-2	27%[57.1 µM]	0.0	9%[57.1 µM]

Record cards, from the list above:
Listed for Cc1nc(CNC(=O)C2CCC(=O)N(Cc3cccc(F)c3)C2)sc1C (centres undefined) = PI4K2A inh = -4; mIDH1 inhibitor = -17%; USP1 inh = -18%; D2 ag = 0.0; D2 antagonist = -5; TRHR PAM = 0; TrxR1 inh = 3%; TRHR ag = -0.5; TrxR1 substrate = -5%
Listed for CC1(C)CC(=O)C=C(NC2CCCCCC2)C1 = PI4K2A inh = 0; mIDH1 inhibitor = 3%; USP1 inh = -14%; D2 ag = 0.1; D2 antagonist = -20; TRHR PAM = 2; TrxR1 inh = 18%; TRHR ag = -0.2; TrxR1 substrate = 10%
